ASK1 primary – human ASK1 kinase inhibition, primary screen; AlphaScreen MKK6 phosphorylation by ASK1, luminescence; 22,000 tested, 0.99% active; AID 1159602; inhibition, % at 7.44 µM; in the data active means inhibition above about 35%;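 further: 0% = median of compound wells and 100% = no enzyme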
ULK1 primary – inhibitors of human ULK1 kinase; AID 1259251; O75385; inhibition, % at 5.96 µM; 30,000 tested, 1.9% active; AlphaScreen Atg13 phosphorylation by ULK1, luminescence; in the data active means inhibition above about 43%;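 further: 0% = median of compound wells and 100% = no enzyme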
* = called active by the depositor; · = not tested or not shown; & = joins results of further samples.

SMILES	ASK1 primary	ULK1 primary
CNC(=O)c1ccccc1Nc1cc(Nc2ncccn2)ncc1C(F)(F)F	10.1	18.7
CC(C)N(CCNC(=O)c1csc(N2CCN(Cc3ccc4c(c3)OCO4)CC2)n1)C(C)C	0.8	-3.4
c1cn(-c2ccc(Nc3nc(Nc4ccc(N5CCOCC5)cc4)c4ncn(-c5ccsc5)c4n3)cc2)cn1	20.6	46.1*
CCN(CC)C(=O)C1CCCN(c2nc(NCc3ccccc3)c3ncn(C4CCCCC4)c3n2)C1 (configuration not stated)	20.6	6.0
CC(C)n1cnc2c(NCCc3ccc(O)cc3)nc(Nc3nc4ccccc4n3C)nc21	2.3	5.2
c1ccc(Nc2nc(NC3CC3)c3ncn(-c4ccsc4)c3n2)nc1	3.9	12.2
COc1ccc(CCNC(=O)Cc2cn(-c3ccc(N4CCCC4CO)nn3)c3ccccc23)cc1 (configuration not stated)	-3.7	4.2
CS(=O)(=O)c1ccc(NCCc2ccccc2)cc1	·	68.2*
O=C1CCCN1CCCNc1nc2ncnc(Nc3ccc(N4CCOCC4)cc3)c2[nH]1	24.3	3.5
COc1ccc(CCNc2nc(NCCN3CCOCC3)ncc2C)cc1	-5.1	0.9
COc1cc2nc(Nc3cccc(N(C)C)c3)nc(NCCN3CCOCC3)c2cc1OC	29.1	9.3
c1ccc(-n2cnc(-c3ccnc(Nc4ccc(N5CCOCC5)cc4)c3)n2)cc1	9.1	-3.2
Cc1ncn(-c2ccc(Nc3nccc(-c4cc(F)cc(-c5cn[nH]c5)c4)n3)cc2)n1	25.4	0.9
NC(CO)C(=O)NNCc1ccc(O)c(O)c1O (configuration not stated)	·	64.9*
CCN(CC)c1nc(NCCc2ccc(OC)cc2)nc(Nc2ccccc2)n1	0.5	-19.8
Cc1nn(S(=O)(=O)c2ccc(Cl)cc2)c(C)c1S(=O)(=O)N1CCCC(C)C1 (configuration not stated)	·	2.3
C=CCn1c(O)c(C=Nc2ccccc2)sc1=S	·	3.1
Cn1c(=O)c2c(ncn2CCN2CCC(c3c[nH]c4ccccc34)CC2)n(C)c1=O	·	-18.8&-3.8
COc1ccc(CCNc2nc(-c3ccc(OC)cc3)nc3nc[nH]c23)cc1	-6.8	-4.7
FC(F)(F)c1ccc(Cn2cnc3c(NC4CC4)nc(Nc4ccc(-n5ccnc5)cc4)nc32)cc1	-3.0	-21.0
c1nc2nc(N3CCC(N4CCOCC4)CC3)nc(NCCN3CCOCC3)c2[nH]1	-9.9	3.0
O=C1CCCN1CCn1cnc2c(Nc3ccc4c(c3)OCO4)nc(NCc3cccnc3)nc21	-1.1	3.9
COc1ccc(CCNC(=O)c2cccc(-c3ccccc3)c2)cc1	-7.4	-9.8
Cc1cc(C=C2C(=O)NC(=O)NC2=O)c(C)n1-c1ccc(I)cc1	·	13.1
CC(C)n1cnc2c(Nc3ccccc3)nc(-c3ccc(C(=O)NC4CC4)cc3)nc21	-14.4	13.9
COc1ccc(CCNc2nc(OC)nc(-c3ccc(C(=O)N4CCN(C)CC4)cc3)n2)cc1	-6.2	-1.1
CCN(CC)C(=O)C1CCCN(c2cc(Nc3cc(OC)c(OC)c(OC)c3)ncn2)C1 (configuration not stated)	0.6	-5.4
CS(=O)(=O)c1ccc([C@@H](O)[C@@H](CO)NC(=O)C(Cl)Cl)cc1	·	1.3
O=C1N(CC2CC2)CCN1c1ccc(C(F)(F)F)cn1	·	-3.6
Cn1cc(-c2ccc3cnc(Nc4ccc(-n5ccnc5)cc4)nc3c2)cn1	-4.3	88.3*
O=S(=O)(O)CCCS(=O)(=O)O	·	7.1
O=C(NCCO)c1cc(N2CCN(c3ccccn3)CC2)nc2ccccc12	-7.2	-7.7
Cc1cccc(NC(=O)c2ccc(Cc3ccccc3)o2)c1N1CCC2(CC1)OCCO2	1.9	-4.5
CC(C)n1cnc2c(NCCc3ccc(O)cc3)nc(NCc3cccnc3)nc21	7.2	37.5
CCN(CC)C(=O)C1CCCN(c2nc(NC3CCN(Cc4ccccc4)CC3)nc(N(CC)CC)n2)C1 (configuration not stated)	-13.6	-14.3
CS(=O)(=O)Nc1cccc(-c2cnc(NC3CCC(O)CC3)c3nccn23)c1 (configuration not stated)	-7.4	-20.9
O=C(NCCOc1ccccc1)c1ccc(-c2csc3ccccc23)s1	-5.1	-3.1
CN(C)c1cccc(Nc2nc(NCCO)c3ncn(C4CCCCC4)c3n2)c1	20.2	8.6
Cc1cc(Nc2ccc(N3CCOCC3)cc2)nc(NCc2ccc3c(c2)OCO3)n1	37.3*	-2.0
COc1ccc(-c2nc(C)cc(NCCOc3ccccc3)n2)cn1	-3.5	1.9
O=C(Nc1nc(-c2ccncc2)cs1)C1Oc2cc3ccccc3cc2O1	-24.4	-2.8
C[C@H]1[C@H](NC(=O)/C(=N\OC(C)(C)C(=O)O)c2csc(N)n2)C(=O)N1S(=O)(=O)O	·	10.1
O=C(NCCOc1ccccc1)c1cnc(Nc2ccncc2)s1	-2.0	-3.4
O=C(NCc1ccccc1)c1ccc2nc(Nc3ncccn3)sc2c1	0.0	11.6
CO/N=C(\C(=O)N[C@@H]1C(=O)N2C(C(=O)O)=CCS[C@H]12)c1csc(N)n1	·	-9.6
O=C(Nc1cnn(-c2cccc(C(=O)Nc3ccc(N4CCOCC4)cc3)c2)c1)Oc1ccccc1	-0.5	-7.3
C=CC1(C)CC(=O)C2(O)C(C)(O1)C(OC(C)=O)C(O)C1C(C)(C)CCC(O)C12C (configuration not stated)	·	-15.1
NC(=O)N1c2ccccc2CC(=O)c2ccccc21	·	5.4
CC(=O)Nc1ccc(Nc2nc(Nc3ncccn3)nc3c2ncn3-c2ccsc2)cc1	-16.7	6.6
COc1ccc(-c2cccc(C(=O)NCc3nc4ccccc4[nH]3)n2)cn1	-9.1	-6.5
O=C1CCCN1CCCNc1nc(N2CCCC2CO)nc2nc[nH]c12 (configuration not stated)	15.6	1.1
C=CN1CCCC1=O	·	18.2
COc1cc(Nc2nc(NCc3nc4ccccc4[nH]3)c3ncn(-c4ccsc4)c3n2)cc(OC)c1OC	10.3	13.4
COc1ccc(CCNc2nc(Nc3ccccn3)nc3nc[nH]c23)cc1	11.0	17.9
Nc1ncnc2c1ncn2[C@@H]1O[C@H](CO)[C@@H](O)[C@@H]1O	·	14.5
Clc1ccc(C(c2ccccc2)N2CCN(C/C=C/c3ccccc3)CC2)cc1 (configuration not stated)	·	-6.9
Fc1cnc(Nc2ccc(-n3cnc(N4CCOCC4)n3)cc2)cc1-n1cnc(Nc2ccccc2)n1	9.5	6.7
Cn1cc(-c2nc(Nc3ccc(-n4cnc(N5CCC(O)CC5)n4)cc3)ncc2Cl)cn1	-94.9	70.8*
Cc1noc(C)c1-c1nc(NCCc2ccc(O)cc2)c2[nH]cnc2n1	-10.7	2.2
CCCNc1nc(-c2cccs2)nc2c1ncn2C1CCCCC1	-3.5	-4.5

2 entries from above, in markdown:
| mol | ASK1 primary | ULK1 primary |
| --- | --- | --- |
| O=C(NCCO)c1cc(N2CCN(c3ccccn3)CC2)nc2ccccc12 | -7.2 | -7.7 |
| Fc1cnc(Nc2ccc(-n3cnc(N4CCOCC4)n3)cc2)cc1-n1cnc(Nc2ccccc2)n1 | 9.5 | 6.7 |

Record cards (already shown). Order of values: ASK1 primary	ULK1 primary
O=C(Nc1cnn(-c2cccc(C(=O)Nc3ccc(N4CCOCC4)cc3)c2)c1)Oc1ccccc1 in the list: -0.5	-7.3
C=CC1(C)CC(=O)C2(O)C(C)(O1)C(OC(C)=O)C(O)C1C(C)(C)CCC(O)C12C (configuration not stated) in the list: ·	-15.1
O=C1CCCN1CCCNc1nc(N2CCCC2CO)nc2nc[nH]c12 (configuration not stated) in the list: 15.6	1.1
COc1ccc(-c2cccc(C(=O)NCc3nc4ccccc4[nH]3)n2)cn1 in the list: -9.1	-6.5
COc1cc(Nc2nc(NCc3nc4ccccc4[nH]3)c3ncn(-c4ccsc4)c3n2)cc(OC)c1OC in the list: 10.3	13.4

Next part:
SMILES	ASK1 primary	ULK1 primary
CCNc1nc(C)cc(NCCc2ccc(OC)cc2)n1	4.8	13.2
OCC1CCCN1c1nc2ncnc(NC3CCN(Cc4ccccc4)CC3)c2[nH]1 (configuration not stated)	-7.7	8.5
COc1ccc(-c2nc(NCc3cccnc3)c3ncn(Cc4ccc(C(F)(F)F)cc4)c3n2)cc1	-15.6	-29.2
COc1ccc(/C=C(/C#N)C(=O)NC2CCCCC2)cc1Br	·	-6.5
COc1ccc2c(c1)CC(C(=O)Nc1ccc(-c3cn[nH]c3C)cc1OC[C@@H]1CCCN1C)CO2 (some centres not stated)	-10.1	2.7
CC(=O)Nc1ccc(Nc2ccnc(-c3csc4ccccc34)n2)cc1	16.9	-12.1
Cc1nnc(SCC2=C(C(=O)O)N3C(=O)[C@@H](NC(=O)Cn4cnnn4)[C@H]3SC2)s1	·	-2.1
COc1ccc(-c2nc(Nc3ccc(NC(C)=O)cc3)nc(OC)n2)cn1	-19.9	-6.9
Nc1nc(NCCN2CCOCC2)cc(Nc2ccc3c(c2)OCO3)n1	0.4	17.5
FC(F)(F)c1cnc(Nc2ccccn2)cc1Nc1ccccn1	16.9	50.4*
COc1ccc(-c2cnc(N3CCOCC3)nc2)cc1	·	-3.2
CC(C)(C)NC(=O)CCCN1C(=O)c2ccccc2C1=O	·	-0.7
CN1CCN(c2cc(-c3ccc4nc([C@H](N)Cc5cccc(F)c5)[nH]c4c3)ccn2)CC1	0.3	-8.1
Nc1nc(NCCCN2CCCC2=O)cc(NCc2nc3ccccc3[nH]2)n1	1.7	2.2
COc1ccc(-c2cncc(C(=O)NCCO)c2)cn1	-28.7	-12.7
Cc1ccc(NC(=O)COc2cccc3c2OC(C)(C)C3)c(C)c1	·	2.2
CCOC(=O)C1=C(C)NC2=C(C(=O)CC(c3cccs3)C2)C1c1ccc(C)s1 (configuration not stated)	·	-6.1
O=C1CCCN1CCCNc1ncnc2nc(N3CCN(c4ccccn4)CC3)[nH]c12	1.0	4.7
CC(=O)Nc1ccc(OCCCl)c(OCCCl)c1	·	1.5
COc1cc2nc(NCCN3CCOCC3)nc(Nc3ccc4c(c3)OCO4)c2cc1OC	4.5	1.2
Cn1c(=O)cc(NCCc2ccccc2)n(Cc2ccc(F)cc2F)c1=O	·	-12.6
O=C(NCc1cccc(C(F)(F)F)c1)c1csc(-c2cccs2)n1	-3.0	-7.1
O=C1C2CC3CC1CC(O)(C3)C2	·	16.8
COc1ccc(CCNc2ncnc3nc(-c4csc5ccccc45)[nH]c23)cc1	-9.0	-8.1
NC(=O)c1ccc(-c2cncc(C(=O)Nc3ccc(N4CCOCC4)cc3)c2)cc1	-19.6	17.1
COc1cc(Nc2cc(-c3cccc(N)c3)nc(N)n2)cc(OC)c1OC	1.9	-11.8
FC(F)(F)c1ccc(Cn2cnc3c(NC4CC4)nc(Nc4nccc5ccccc45)nc32)cc1	-18.1	-5.3
O=C(NCc1cccc(C(F)(F)F)c1)c1ccnc(Nc2cnccn2)c1	13.9	0.4
COc1cc(Nc2nc(NCc3ccccc3)c3ncn(-c4ccsc4)c3n2)cc(OC)c1OC	5.7	6.8
Cn1nccc1Nc1ccc(N2CCC(C(=O)NCCN3CCOCC3)CC2)nn1	-13.8	2.2
Cc1cccc(NC(=O)Nc2cnn(-c3cccc(C(=O)NCCN4CCOCC4)c3)c2)c1	-26.0	-6.5
COc1cc(NC(=O)c2cnc(Nc3ccncc3)s2)cc(OC)c1OC	22.1	16.3
CNC(=O)c1ccccc1Nc1cc(Nc2ncccc2C)ncc1C(F)(F)F	-3.3	62.4*
COc1ccc(OC)c(C(O)CNC(=O)CN)c1 (configuration not stated)	·	6.2
COc1cc(Nc2cccc(C(=O)NCc3cccnc3)n2)cc(OC)c1OC	4.3	-2.1
O=Cc1oc2ccc([N+](=O)[O-])cc2c1O	·	2.8
COc1cccc(OCc2nc3ccc(-c4cn[nH]c4)cc3s2)c1	8.5	-26.5
FC(F)(F)c1ccc(Nc2nc(Nc3ccc(N4CCOCC4)cc3)c3[nH]cnc3n2)cc1	24.7	28.8
Cc1cnc(NCCN2CCOCC2)nc1NCc1cccnc1	1.1	7.5
COc1ccc(CCNc2nc(NCCN3CCOCC3)nc3c2ncn3C(C)C)cc1	-0.4	-1.2
CN1C(=O)NC2(CCN(CC(=O)N3CCCc4ccccc43)CC2)C1=O	·	8.8
Oc1ccc(CCNc2cc(Nc3cnccn3)ncn2)cc1	-10.6	-10.8
Cc1cc(/C=C(\C#N)C(=O)NCc2cccs2)c(C)n1C1CCCC1	·	-4.1
COC(=O)c1ccc2c(c1)CC(c1nc3ccc(-c4cn[nH]c4)cc3s1)CO2 (configuration not stated)	6.3	9.6
O=c1[nH]c(/C=C/c2cccc([N+](=O)[O-])c2)c([N+](=O)[O-])c(=O)[nH]1	·	24.5
CCN(CC)c1nc(NCc2nc3ccccc3[nH]2)nc(N2CCc3ccccc3C2)n1	7.6	0.1
O=C(Cc1cn(-c2ccc(Nc3ccc(C(F)(F)F)cc3)nn2)c2ccccc12)NCCCN1CCCC1=O	-5.5	12.8
CC(C)(C)OC(=O)N1CCC[C@@H](Nc2ccnc(Cl)n2)C1	-12.8	6.0
COc1ccc(C)cc1N=C1NC(=O)/C(=C/c2ccc(C(=O)O)cc2)S1	·	-0.3
CCN(CC)c1ccc(/C=N/NC(=O)CC(C)C)cc1	·	-7.5
CCN(CC)C(=O)C1CCCN(c2cc(C(=O)NCCO)ccn2)C1 (configuration not stated)	-7.9	-8.4
COc1cccc(CNC(=O)Nc2ccc(-c3ccncc3)cc2)c1	-8.9	-18.4
COc1cc(NC(=O)c2cccc(-n3cc(NC(=O)Cc4cccc(C)c4)cn3)c2)cc(OC)c1OC	0.8	-31.9
CC(C)N(CCNc1nc(Nc2ccncn2)nc2c1ncn2Cc1ccc(C(F)(F)F)cc1)C(C)C	-1.8	4.2
Cc1ncn(-c2ccc(Nc3nccc(-c4ccc(C#N)c(NCc5ccccc5)c4)n3)cc2)n1	10.7	-11.3
COCCNc1cc(-c2ccccc2)nc(-c2ccncc2)n1	·	-6.9

Compound activity deposited in PubChem BioAssay by The Scripps Research Institute Molecular Screening Center.

Compounds as they come; 2.6% or so of the library scored in one or more.
